Bioassay records deposited in PubChem by several laboratories.
AGP1 TOR yeast: modulators of AGP1-GFP expression in yeast TOR pathway, primary screen, cell-based, multiplex flow cytometry, S. cerevisiae, MLPCN library | 320,000 compounds, 0.02% hits | 3 h; GFP as percent of DMSO wells | GFP response vs DMSO, % at 10 µM | AID 2066, 2009;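 active means GFP response relative to DMSO above a set limit, near screen average plus 3 SD, cut at about 150% in these data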;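 further: median GFP channel fluorescence of the gated AGP1 strain per well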
VLA-4 inh: inhibition in human VLA-4 binding assay, primary screen, VLA-4 allosteric modulator project, MLPCN library, flow cytometry, VLA-4 expressing cells; Integrin alpha-4 (Homo sapiens), P13612; ligand binding flow cytometry; inhibition, % (about 7 µM as worked out from the volumes in the protocol); 330,000 compounds, 0.2% hits; in the data active means inhibition above about 50%
Target sequence (P13612 whole entry, looked up): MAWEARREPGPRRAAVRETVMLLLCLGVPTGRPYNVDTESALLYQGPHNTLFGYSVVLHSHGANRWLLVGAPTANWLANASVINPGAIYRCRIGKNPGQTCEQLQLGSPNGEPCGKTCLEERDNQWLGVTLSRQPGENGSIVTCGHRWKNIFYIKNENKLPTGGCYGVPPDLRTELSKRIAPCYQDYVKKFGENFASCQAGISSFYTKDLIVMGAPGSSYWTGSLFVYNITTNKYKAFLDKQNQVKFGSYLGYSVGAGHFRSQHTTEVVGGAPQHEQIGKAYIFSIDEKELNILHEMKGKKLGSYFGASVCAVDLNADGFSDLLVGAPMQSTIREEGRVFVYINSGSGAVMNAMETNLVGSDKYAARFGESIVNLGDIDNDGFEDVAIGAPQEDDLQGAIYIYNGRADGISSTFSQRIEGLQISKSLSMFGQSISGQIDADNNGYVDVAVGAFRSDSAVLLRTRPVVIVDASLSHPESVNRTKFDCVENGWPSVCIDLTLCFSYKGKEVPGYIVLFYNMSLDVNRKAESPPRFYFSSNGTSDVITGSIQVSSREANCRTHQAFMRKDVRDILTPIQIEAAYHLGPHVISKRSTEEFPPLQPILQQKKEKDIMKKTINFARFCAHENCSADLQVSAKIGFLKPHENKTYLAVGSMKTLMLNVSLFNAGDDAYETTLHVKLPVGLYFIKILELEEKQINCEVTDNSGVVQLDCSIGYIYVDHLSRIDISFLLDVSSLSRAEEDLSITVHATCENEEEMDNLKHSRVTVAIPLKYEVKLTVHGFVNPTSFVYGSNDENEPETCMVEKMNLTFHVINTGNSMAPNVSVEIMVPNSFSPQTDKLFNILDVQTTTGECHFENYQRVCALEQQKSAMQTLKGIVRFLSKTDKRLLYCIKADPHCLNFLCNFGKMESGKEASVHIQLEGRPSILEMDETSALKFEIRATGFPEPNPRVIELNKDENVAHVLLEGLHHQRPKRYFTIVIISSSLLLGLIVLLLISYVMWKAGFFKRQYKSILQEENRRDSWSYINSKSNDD
CIT2-GFP yeast: modulators of CIT2-GFP expression in yeast, primary screen, S. cerevisiae, GFP fusion, multiplex flow cytometry, MLPCN library; S. cerevisiae CIT2-GFP strain, 3 h; 100 means same as DMSO wells; GFP response vs DMSO, % at 10 µM; 320,000 compounds, 0.065% hits;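 active means GFP response relative to DMSO above a set limit, near the screen mean plus 3 SD, cut at about 150% in these data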;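 further: ratio of well median GFP fluorescence to mean of DMSO wells on the plate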
JMJD2C inh: inhibitors of GASC-1 histone demethylase, primary screen, biochemical, fluorescence, DELFIA europium; Lysine-specific demethylase 4C (Homo sapiens), Q9H3R0; GST-JMJD2C(1-420) H3K9me3 demethylation; inhibition, % at 2.35 µM; 330,000 compounds, 0.069% hits; AID 2099, 2009;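 active means more than half of a compound's replicate wells show inhibition beyond 50%, single wells judged on their own value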;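 further: signal counts dimethyl H3K9 product captured on neutravidin plate; 0% = median of DMSO wells and 100% = 0.3 times that DMSO median; strong numbers were not always called active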
LAP4 TOR yeast: modulators of LAP4-GFP expression in yeast, primary screen, S. cerevisiae, multiplex flow cytometry, MLPCN library; 3 h; median GFP as percent of DMSO wells; GFP response vs DMSO, % at 10 µM; 320,000 compounds, 0.34% hits; AID 2023, 2009;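 active means GFP response vs DMSO above a set limit, about the screen mean plus 3 SD, cut at about 150% in these data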
GRK2 aptamer HTS: compounds blocking aptamer binding on GRK2 – biochemical, human GRK2, bead flow cytometry, HTS, primary screen | Beta-adrenergic receptor kinase 1 (Homo sapiens), P25098 | FAM-aptamer displacement from GRK2 | inhibition of aptamer binding, % at 10 µM | AID 488847, 2010 | 330,000 compounds, 0.59% hits;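 active means inhibition of aptamer binding above 40%, roughly 3 SD of noise, on plates passing a quality check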;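 further: median bead fluorescence of bound FAM aptamer so fluorescent compounds give negative values; no value below 0 was filed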
RPL19A TOR yeast: RPL19A-GFP expression modulators in yeast, primary screen, cell-based, S. cerevisiae, multiplex flow cytometry, MLPCN; AID 2025, 2009; S. cerevisiae RPL19A-GFP strain, 3 h; hits give low values; 330,000 compounds, 0.3% hits; percent response vs DMSO, % at 10 µM;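 active means percent response vs DMSO below 50%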;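 further: median channel GFP fluorescence of the barcoded RPL19A-GFP strain; ratio of sample median GFP to plate DMSO average so 100% = DMSO; lower means less RPL19A-GFP as with rapamycin TOR inhibition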
MEP2 TOR yeast: modulators of MEP2-GFP levels in yeast, primary screen, S. cerevisiae, multiplex flow cytometry, MLPCN library; AID 2016, 2009; 330,000 compounds, 0.51% hits; S. cerevisiae MEP2-GFP strain, 3 h; 100% = DMSO control level; GFP response vs DMSO, % at 10 µM;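 active means GFP response versus DMSO above a set limit, roughly screen mean plus 3 SD, cut at about 180% in these data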;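 further: median GFP fluorescence of the barcode-gated MEP2-GFP cells per well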
* hit, by the source's call; & = joins results of further samples. Hits appear at their usual frequency. Share with any hit: about 1.7%.

O=C(N/N=C\c1cc2c(cc1Cl)OCO2)c1cccnc1 was read as AGP1 TOR yeast 96.2, VLA-4 inh -0.7, CIT2-GFP yeast 95.2, JMJD2C inh -15.0, LAP4 TOR yeast 72.0, GRK2 aptamer HTS 2.0, RPL19A TOR yeast 113.8 and MEP2 TOR yeast 106.7.
`COc1cccc(CN(C)C(=O)c2ccccc2Sc2ccccc2C#N)c1OC` gave AGP1 TOR yeast 98.3, VLA-4 inh 2.0, CIT2-GFP yeast 95.7, JMJD2C inh 3.6, LAP4 TOR yeast 95.0, GRK2 aptamer HTS 3.0, RPL19A TOR yeast 108.4 and MEP2 TOR yeast 105.2.
Screening COc1cc2c(c(OC)c1OC)-c1c(cc3c(c1OC)OCO3)C1OC2[C@@H](C)[C@H]1C (stereo partly specified) returned AGP1 TOR yeast 87.1, VLA-4 inh -3.7, CIT2-GFP yeast 100.3, JMJD2C inh -7.4, LAP4 TOR yeast 130.3, GRK2 aptamer HTS 1.0, RPL19A TOR yeast 102.3 and MEP2 TOR yeast 96.7.
O=C(NCCN1CCOCC1)c1ccc(CSc2nc3ccncc3n2Cc2ccc(F)cc2)cc1 was read as AGP1 TOR yeast 99.6, VLA-4 inh 5.7, CIT2-GFP yeast 107.8, JMJD2C inh 4.8, LAP4 TOR yeast 88.9, GRK2 aptamer HTS 0.0, RPL19A TOR yeast 103.9 and MEP2 TOR yeast 105.5.
COc1ccc(-c2nn(-c3ccccc3C)cc2CNC(C)c2cn(C)nc2C)cc1F (stereo unspecified) was read as AGP1 TOR yeast 103.1, VLA-4 inh -3.9, CIT2-GFP yeast 91.2, JMJD2C inh 3.8, LAP4 TOR yeast 98.4, GRK2 aptamer HTS 0.0, RPL19A TOR yeast 96.9 and MEP2 TOR yeast 98.2.
`COc1cccc(C2C=C(Nc3ccccc3)C(=O)N2c2ccccc2)c1` (stereo unspecified) gave AGP1 TOR yeast 100.9, VLA-4 inh 20.9, CIT2-GFP yeast 101.5, JMJD2C inh -26.7, LAP4 TOR yeast 93.3, GRK2 aptamer HTS 0.0, RPL19A TOR yeast 105.6 and MEP2 TOR yeast 103.3.
`O=C(CSC1CCCCC1)N1CCN(c2ccccc2)CC1` gave AGP1 TOR yeast 101.2, VLA-4 inh 14.4, CIT2-GFP yeast 91.9, JMJD2C inh 3.4, LAP4 TOR yeast 110.6, GRK2 aptamer HTS 1.0, RPL19A TOR yeast 101.8 and MEP2 TOR yeast 105.1.
Screening Cc1ccccc1-c1nc(CN2CCC(C(=O)N3CCN(c4ccccn4)CC3)CC2)c(C)o1 returned AGP1 TOR yeast 99.9, VLA-4 inh 2.1, CIT2-GFP yeast 102.2, JMJD2C inh -1.3&-4.6, LAP4 TOR yeast 95.7, GRK2 aptamer HTS 0.0, RPL19A TOR yeast 99.5 and MEP2 TOR yeast 103.9.
Cc1cc(OCC(=O)Nc2ccc(S(=O)(=O)N3CCN(C)CC3)cc2)ccc1Br was read as AGP1 TOR yeast 114.9, VLA-4 inh 13.8, CIT2-GFP yeast 105.3, JMJD2C inh 2.0, LAP4 TOR yeast 156.8*, GRK2 aptamer HTS 0.0, RPL19A TOR yeast 106.0 and MEP2 TOR yeast 110.2.
Screening COc1ccc(CNC(=O)COC(=O)CCS(=O)(=O)c2ccc(C)cc2)cc1OC returned AGP1 TOR yeast 101.9, VLA-4 inh 9.7, CIT2-GFP yeast 92.0, JMJD2C inh 6.9, LAP4 TOR yeast 98.2, GRK2 aptamer HTS 3.0, RPL19A TOR yeast 94.2 and MEP2 TOR yeast 98.9.
For CCN(CC(=O)N1CCCC1)S(=O)(=O)c1ccccc1 the results were AGP1 TOR yeast 101.3, VLA-4 inh 0.0, CIT2-GFP yeast 104.1, JMJD2C inh -12.7, LAP4 TOR yeast 100.5, GRK2 aptamer HTS 0.0, RPL19A TOR yeast 103.7 and MEP2 TOR yeast 107.7.
Clc1ccc2oc(SCc3cccnc3)nc2c1 was read as AGP1 TOR yeast 93.1, VLA-4 inh 4.7, CIT2-GFP yeast 93.7, JMJD2C inh -20.6, LAP4 TOR yeast 81.7, GRK2 aptamer HTS 0.0, RPL19A TOR yeast 104.5 and MEP2 TOR yeast 93.1.
Screening CN(C)/C=C/C(=O)c1ccc2noc(-c3ccccc3)c2c1 returned AGP1 TOR yeast 66.0, VLA-4 inh 10.0, CIT2-GFP yeast 88.5, JMJD2C inh 3.4, LAP4 TOR yeast 92.2, GRK2 aptamer HTS 6.0, RPL19A TOR yeast 105.6 and MEP2 TOR yeast 92.4.
For COc1cc(NC(=S)NCc2ccc(S(N)(=O)=O)cc2)cc(OC)c1 the results were AGP1 TOR yeast 96.2, VLA-4 inh -3.0, CIT2-GFP yeast 99.0, JMJD2C inh -5.8, LAP4 TOR yeast 96.5, GRK2 aptamer HTS 0.0, RPL19A TOR yeast 97.8 and MEP2 TOR yeast 100.8.
Screening Cc1cc(C(=O)OCC(=O)NC(=O)c2cccn2C)c2ccccc2n1 returned AGP1 TOR yeast 91.6, VLA-4 inh 3.2, CIT2-GFP yeast 100.5, JMJD2C inh -10.0, LAP4 TOR yeast 90.8, GRK2 aptamer HTS 4.0, RPL19A TOR yeast 103.4 and MEP2 TOR yeast 97.0.
For COc1ccc(C2=NS(=O)(=O)N(C)C(C(=O)NCc3ccccn3)=C2)cc1OC the results were AGP1 TOR yeast 105.9, VLA-4 inh -21.2, CIT2-GFP yeast 108.3, JMJD2C inh -4.9, LAP4 TOR yeast 102.0, GRK2 aptamer HTS 3.0, RPL19A TOR yeast 98.0 and MEP2 TOR yeast 105.1.
For O=C(Nc1ccccc1SCC1CSc2nc3ccccc3c(=O)n21)c1ccccc1 (stereo unspecified) the results were AGP1 TOR yeast 107.3, VLA-4 inh -7.4, CIT2-GFP yeast 117.7, JMJD2C inh -2.5, LAP4 TOR yeast 109.3, GRK2 aptamer HTS 0.0, RPL19A TOR yeast 102.6 and MEP2 TOR yeast 107.2.
`C/C(=N\NC(=O)c1ccc(Cl)cc1)c1ccc(N2CCOCC2)cc1` gave AGP1 TOR yeast 99.4, VLA-4 inh 4.4, CIT2-GFP yeast 102.9, JMJD2C inh -4.2, LAP4 TOR yeast 99.1, GRK2 aptamer HTS 17.0, RPL19A TOR yeast 96.6 and MEP2 TOR yeast 104.1.
Screening Cc1cc(C(=O)N/N=C\c2cc(C(C)(C)C)ccc2O)n[nH]1 returned AGP1 TOR yeast 96.0, VLA-4 inh -13.1, CIT2-GFP yeast 106.1, JMJD2C inh -0.3, LAP4 TOR yeast 79.8, GRK2 aptamer HTS 0.0, RPL19A TOR yeast 114.1 and MEP2 TOR yeast 101.4.
Screening COCCn1c(C)cc(C2=NNC(=Nc3ccc(F)cc3)SC2)c1C returned AGP1 TOR yeast 100.3, VLA-4 inh -15.8, CIT2-GFP yeast 96.3, JMJD2C inh 52.1, LAP4 TOR yeast 100.3, GRK2 aptamer HTS 4.0, RPL19A TOR yeast 95.6 and MEP2 TOR yeast 104.4.
Screening Cc1ccc(OCC(=O)N/N=C\c2ccco2)c(C)c1 returned AGP1 TOR yeast 99.4, VLA-4 inh 3.3, CIT2-GFP yeast 99.1, JMJD2C inh -6.0, LAP4 TOR yeast 109.8, GRK2 aptamer HTS 1.0, RPL19A TOR yeast 103.9 and MEP2 TOR yeast 102.9.
`COc1ccc(OC)c(/C=C/c2c([N+](=O)[O-])c(=O)n(C)c(=O)n2C)c1` gave AGP1 TOR yeast 89.0, VLA-4 inh -11.9, CIT2-GFP yeast 91.0, JMJD2C inh -3.0, LAP4 TOR yeast 90.1, GRK2 aptamer HTS 0.0, RPL19A TOR yeast 93.7 and MEP2 TOR yeast 85.9.
For COc1ccccc1NC(=O)Nc1ccnn1C1CCN(C(=O)c2cscn2)CC1 the results were AGP1 TOR yeast 101.0, VLA-4 inh -2.8, CIT2-GFP yeast 113.4, JMJD2C inh 29.9, LAP4 TOR yeast 101.5, GRK2 aptamer HTS 3.0, RPL19A TOR yeast 99.5 and MEP2 TOR yeast 106.5.
Screening CNC(=O)c1c2c(nc3ccc(Br)cc13)CCCC2 returned AGP1 TOR yeast 92.8, VLA-4 inh 7.2, CIT2-GFP yeast 92.1, JMJD2C inh -13.0, LAP4 TOR yeast 98.8, GRK2 aptamer HTS 0.0, RPL19A TOR yeast 94.8 and MEP2 TOR yeast 93.5.
Screening Clc1ccc(OCc2nnc(SCc3nc4ccccc4[nH]3)n2Cc2ccco2)cc1 returned AGP1 TOR yeast 101.2, VLA-4 inh 7.7, JMJD2C inh 33.7, LAP4 TOR yeast 105.5, GRK2 aptamer HTS 3.0, RPL19A TOR yeast 110.4 and MEP2 TOR yeast 99.7.
For O=C(CSc1nnc(-c2ccncc2)o1)Nc1ccccc1Cl the results were AGP1 TOR yeast 104.6, VLA-4 inh 0.4, CIT2-GFP yeast 97.2, JMJD2C inh -3.0, LAP4 TOR yeast 93.7, GRK2 aptamer HTS 2.0, RPL19A TOR yeast 100.5 and MEP2 TOR yeast 102.7.
`CCN(CC(=O)NC1CCS(=O)(=O)C1)C(=O)c1ccc(OC)c([N+](=O)[O-])c1` (stereo unspecified) gave AGP1 TOR yeast 98.3, VLA-4 inh -3.5, CIT2-GFP yeast 97.1, LAP4 TOR yeast 95.4, GRK2 aptamer HTS 0.0, RPL19A TOR yeast 97.4 and MEP2 TOR yeast 96.0.
`Cc1nonc1NC(=O)CSc1nc2ccccc2[nH]1` gave AGP1 TOR yeast 106.2, VLA-4 inh 1.3, CIT2-GFP yeast 100.3, JMJD2C inh -0.7, LAP4 TOR yeast 97.7, GRK2 aptamer HTS 3.0, RPL19A TOR yeast 100.8 and MEP2 TOR yeast 102.2.
Screening Cc1ccc(C(=O)N/C(=C\c2ccc([N+](=O)[O-])cc2)C(=O)NCCc2ccccc2)cc1 returned AGP1 TOR yeast 100.4, VLA-4 inh 2.1, CIT2-GFP yeast 99.3, JMJD2C inh -6.9, LAP4 TOR yeast 101.6, GRK2 aptamer HTS 0.0, RPL19A TOR yeast 97.3 and MEP2 TOR yeast 107.8.
For C=CCn1c2ccccc2c2nnc(SCCN3CCCCC3)nc21 the results were AGP1 TOR yeast 97.9, VLA-4 inh 8.4, CIT2-GFP yeast 102.7, JMJD2C inh -4.0, LAP4 TOR yeast 93.7, GRK2 aptamer HTS 0.0, RPL19A TOR yeast 100.0 and MEP2 TOR yeast 101.8.
Screening Cn1ccnc1SCC(=O)NC1CCCC1 returned AGP1 TOR yeast 92.2, VLA-4 inh 7.8, CIT2-GFP yeast 96.0, JMJD2C inh 13.1, LAP4 TOR yeast 89.3, GRK2 aptamer HTS 1.0, RPL19A TOR yeast 100.8 and MEP2 TOR yeast 98.8.
O=C(CCNS(=O)(=O)c1ccccc1C(F)(F)F)NCCCN1CCOCC1 was read as AGP1 TOR yeast 99.4, VLA-4 inh 7.9, CIT2-GFP yeast 96.6, JMJD2C inh 8.8, LAP4 TOR yeast 95.5, GRK2 aptamer HTS 0.0, RPL19A TOR yeast 98.0 and MEP2 TOR yeast 105.1.
Screening CCOc1ccc(-n2c(SCC(=O)Nc3nccs3)nc3c(c2=O)SCC3)cc1 returned AGP1 TOR yeast 95.2, VLA-4 inh 15.9, CIT2-GFP yeast 92.3, JMJD2C inh -7.0, LAP4 TOR yeast 99.1, GRK2 aptamer HTS 4.0, RPL19A TOR yeast 93.2 and MEP2 TOR yeast 93.3.
